GSTO1 counter – GSTO1 inhibition, counter-screen for RBBP9 inhibitors; recombinant GSTO1, activity-based probe fluorescence polarization; inhibition, % at 5.96 µM; P78417; hit rate 1.1% among 300,000;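 active = inhibition above the campaign mean inhibition plus 3 SD, cut at about 35% in these data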;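 note: 0% = GSTO1-1 with DMSO and 100% = wells lacking GSTO1-1 enzyme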
Target sequence (P78417 whole entry, looked up): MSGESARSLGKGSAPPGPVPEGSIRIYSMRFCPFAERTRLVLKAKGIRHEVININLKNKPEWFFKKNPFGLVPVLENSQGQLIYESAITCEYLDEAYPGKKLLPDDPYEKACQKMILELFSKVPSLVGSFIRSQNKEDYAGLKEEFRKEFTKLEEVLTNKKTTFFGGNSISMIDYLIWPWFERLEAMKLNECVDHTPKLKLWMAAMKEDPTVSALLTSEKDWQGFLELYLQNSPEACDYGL
Bcl-xL primary – blocks human Bcl-xL binding to Bim BH3 peptide; Q07817; inhibition, % at 10.9 µM; GST-Bcl-xL / FITC-Bim BH3 peptide fluorescence polarization; AID 2129; hit rate 0.7% among 320,000;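 active = inhibition above the mean of all tested compounds plus 3 SD, cutoff set per campaign, cut at about 30% in these data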;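 note: 0% = DMSO wells and 100% = unlabeled Bim-BH3 peptide competitor; inhibitors lower millipolarization by displacing the labeled peptide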
Target sequence (Q07817 whole entry, looked up): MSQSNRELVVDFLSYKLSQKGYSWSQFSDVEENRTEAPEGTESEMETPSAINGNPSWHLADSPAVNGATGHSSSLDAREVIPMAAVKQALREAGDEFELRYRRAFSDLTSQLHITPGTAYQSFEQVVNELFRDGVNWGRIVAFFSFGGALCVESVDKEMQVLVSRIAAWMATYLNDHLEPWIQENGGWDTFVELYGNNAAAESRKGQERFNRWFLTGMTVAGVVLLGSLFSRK
PAD4 inh – inhibitors of human PAD4 | inhibition, % at 6.36 µM | hit rate 0.41% among 330,000 | recombinant PAD4, RCA probe fluorescence polarization;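 active = percent inhibition above a cutoff equal to the mean of all tested compounds plus 3 SD, cut at about 15% in these data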;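 note: 0% = PAD4 with RCA probe and DMSO and 100% = probe without PAD4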
MEX-5 binding – C. elegans MEX-5 TCR-2 RNA binding activity | Q9XUB2 | MEX-5/FITC-TCR2 RNA binding, fluorescence polarization; hits give low values | activity score (negative = inhibition of binding), % at 10 µM | hit rate 0.38% among 300,000;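 active = inhibition past about -25% in most replicates, and total fluorescence under double the plate's negative control median, limit read from the data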;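 note: 0% = DMSO and -100% = 5 µM competing unlabeled TCR2 RNA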
TPT1 inhibitor – C. albicans TPT1 enzyme inhibition | hit rate 0.81% among 300,000 | inhibition, % at 5 µM | recombinant caTPT1, FP RNA substrate dephosphorylation;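 active = inhibition above the mean of all tested compounds plus 3 SD, set per screening campaign, cut at about 24% in these data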;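 note: plate controls were DMSO alone for no effect and ferristatin control at 100 nM for full effect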
MCL1 BIM primary – disrupts human MCL1 binding to BIM-BH3 peptide; Q07820; GST-MCL1 / FITC-Bim-BH3 fluorescence polarization; inhibition, % at 10.9 µM; hit rate 0.68% among 320,000; AID 2057;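 active = inhibition above the mean inhibition of all tested compounds plus 3 SD, set per campaign, cut at about 40% in these data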;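 note: 0% = DMSO wells and 100% = unlabeled Bim-BH3 peptide control; higher means more loss of mP so more displacement of Bim peptide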
PME-1 inh – blocks human protein phosphatase methylesterase 1. Q9Y570. recombinant PME-1, FP-Rh probe fluorescence polarization. inhibition, % at 5.9 µM. hit rate 0.53% among 320,000. AID 2130;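 active = inhibition above the campaign mean of all compounds plus 3 SD, cut at about 26% in these data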;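 note: competitive labeling of PME-1 active site by serine hydrolase directed probe; 0% = PME-1 with DMSO and 100% = wells lacking PME-1 enzyme; inhibitors block probe labeling so polarization falls and inhibition rises; many of its hits are not listed in these tables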
Fam108B counter – blocks mouse Fam108B hydrolase in RBBP9 counter-screen | recombinant Fam108B, FP-Rh probe fluorescence polarization | inhibition, % at 9.51 µM | hit rate 0.33% among 300,000 | AID 1947;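 active = inhibition above the screen mean inhibition plus 3 SD, computed separately per campaign, cut at about 18% in these data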;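 note: inhibitors lower polarization as less probe binds the enzyme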
GLD-1 TGE inh – GLD-1-TGE RNA interaction inhibition (C. elegans); inhibition, % at 5.96 µM; purified GLD-1 + fluorescein TGE RNA, fluorescence polarization; hit rate 0.44% among 320,000; Q17339;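 active = percent inhibition above a per-plate cutoff, the plate mean of test compounds plus 3 SD, cut at about 30% in these data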;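 note: 0% = DMSO wells with GLD-1 and probe and 100% = wells lacking GLD-1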
Target sequence (Q17339 whole entry, looked up): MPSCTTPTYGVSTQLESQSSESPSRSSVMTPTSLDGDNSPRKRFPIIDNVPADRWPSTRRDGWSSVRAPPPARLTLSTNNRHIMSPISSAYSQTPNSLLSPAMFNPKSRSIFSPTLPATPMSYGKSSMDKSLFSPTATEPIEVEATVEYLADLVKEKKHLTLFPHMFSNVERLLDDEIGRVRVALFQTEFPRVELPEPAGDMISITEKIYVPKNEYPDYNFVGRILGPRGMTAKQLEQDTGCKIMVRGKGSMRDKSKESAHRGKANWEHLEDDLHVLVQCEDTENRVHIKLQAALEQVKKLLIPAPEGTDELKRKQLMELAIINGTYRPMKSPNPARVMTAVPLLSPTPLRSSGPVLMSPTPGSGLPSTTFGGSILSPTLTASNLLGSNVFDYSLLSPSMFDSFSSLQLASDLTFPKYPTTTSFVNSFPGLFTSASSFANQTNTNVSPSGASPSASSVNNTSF
The depositor's hits bear a star; x = not tested or not shown. Not all compounds are listed; the hit share may differ from the screen's.

SMILES	GSTO1 counter	Bcl-xL primary	PAD4 inh	MEX-5 binding	TPT1 inhibitor	MCL1 BIM primary	PME-1 inh	Fam108B counter	GLD-1 TGE inh
CCc1nn(C(C)C(=O)N2CCN(c3ccccc3)CC2)c(=O)c2cc3occc3n12 (stereo not drawn)	4	3	1	1.7	4	4	-9	4	-6
O=C(NCC(O)CO)c1ccc2[nH]c3ccccc3c2c1 (stereo not drawn)	-3	-2	1	-1.4	0	7	-2	-1	6
COC(=O)c1cc(NC(=O)CC2SCCNC2=O)cc(C(=O)OC)c1 (stereo not drawn)	9	-4	1	3.4	-2	5	-1	-1	-2
Cc1ccc(CS(=O)(=O)Cc2ccc(C(=O)NCc3ccco3)o2)cc1	7	5	4	0.4	0	4	-4	-5	5
CS(=O)(=O)c1sc(C(=O)NC(=S)Nc2ccc(OC(F)(F)F)cc2)c2c1C=CCC2	5	10	3	-1.0	-4	6	-3	4	-5
Cc1cc(C(=O)COC(=O)c2n[nH]c3ccccc23)c(C)n1C	-1	3	-3	0.5	-6	-2	4	1	-8
COc1cccc(-c2nnc(SCC(=O)N(C(C)C)C(C)C)o2)c1	-9	0	3	-1.7	-3	5	5	-3	8
O=c1c2c3c(sc2nc2sc(C4CC4)nn12)CCCC3	4	9	-1	0.6	0	7	1	-3	12
Cc1oc2c(c1C(=O)Nc1cccc(C(=O)O)c1)CCCC2	7	-2	3	1.9	0	-4	0	-1	9
CC(C)Oc1ccc(CNC(=O)Cn2c(=O)oc3ccccc32)cc1	33	2	2	1.9	-1	-7	-10	1	0
COc1ccc(NS(=O)(=O)/C=C/c2ccccc2)cc1	4	1	-2	-1.7	1	1	-5	2	5
Cc1cccc(OCC(=O)Nc2ccc3oc(=O)ccc3c2)c1	2	6	-1	2.6	-4	3	-1	-1	5
COc1ccccc1Nc1n[nH]c(=S)s1	12	8	6	-1.5	1	1	-7	-6	4
Cc1nc2cc(-c3ccc(Cl)cc3)nn2c(C)c1CCC(=O)NC(C)c1ccc2c(c1)OCCO2 (stereo not drawn)	-4	7	-1	-0.1	0	-2	-9	-10	6
COCCCNC(=O)C1CC(=O)N(C2CCCC2)C1 (stereo not drawn)	3	-1	-3	-0.8	2	-2	-2	5	-1
COc1ccccc1NC(=O)c1cc(C)nc2ccccc12	2	1	2	-0.1	0	8	-2	1	-9
CCCCN(Cc1nc2ccccc2c(=O)[nH]1)C(=O)CN1C(=O)NC2(CCCCC2)C1=O	x	5	-4	x	x	8	-5	x	1
CCn1c(CNS(=O)(=O)c2ccc(Cl)cc2)n[nH]c1=S	13	-1	-2	-0.3	0	1	-5	2	-1
Cc1cc2[nH]c(=S)[nH]c2cc1C	7	-16	4	-1.0	-3	-10	-3	1	7
O=C(COc1ccc(-n2cnnn2)cc1)N1CCN(c2ccc(F)cc2)CC1	2	7	-1	0.1	1	-6	-4	-2	3
Cc1ccc2c(N)c(C(=O)c3ccccc3)sc2n1	0	3	4	1.4	-1	-4	9	1	-2
CCOC(=O)/C(=C\C=C\N1CCOCC1)C(C)=O	-3	3	-4	-1.1	0	1	-3	-5	7
CC(=O)c1ccc(NC(=O)C(C)OC(=O)c2ccc3c(c2)nc(C)n3-c2ccccc2)cc1 (stereo not drawn)	-3	-7	-6	0.2	0	-4	-9	-7	-4
COc1ccc(NC(=O)COc2ccc(S(=O)(=O)N3CCOCC3)cc2C)cc1OC	-2	4	1	1.1	-2	3	1	-4	-5
Oc1ccc(/C=N/N(c2ccccc2)c2ccccc2)cc1O	8	15	0	-2.7	0	30	-5	-2	4
Later entries.
SMILES	GSTO1 counter	Bcl-xL primary	PAD4 inh	MEX-5 binding	TPT1 inhibitor	MCL1 BIM primary	PME-1 inh	Fam108B counter	GLD-1 TGE inh
CCCC(=O)Nc1nc(C(=O)OCC)cs1	6	6	1	-0.1	-4	7	-4	0	-4
Cc1nnc(NC(=O)C2(c3ccccc3)CCOCC2)s1	4	0	-2	-1.5	-3	7	1	-1	-4
CCCOC(=O)Nc1cc(OC)c(Cl)cc1OC	2	10	0	1.3	1	7	0	1	4
CCC(CO)NCCNC(CC)CO (stereo not drawn)	-1	-1	3	-2.0	2	-2	-3	1	4
NC(=O)CSc1nnc(-c2cccc(S(=O)(=O)N3CCOCC3)c2)n1C1CCCCCC1	1	-2	-1	-2.7	-1	-7	4	0	-1
CCc1ccc(NC(=O)c2cc(C)nn2-c2ccccc2)cc1	11	6	-4	0.9	-6	7	-13	-1	-6
O=C(COc1ccccc1Br)N1CCN(C(=O)c2ccco2)CC1	3	3	-2	-3.6	-4	5	-1	1	2
CCN1CCN(c2ccc(S(=O)(=O)N3CCCCC3)cc2NC(=O)/C=C/c2cc(OC)ccc2OC)CC1	0	-2	-6	3.5	1	-21	5	-4	3
Cc1ccc(NC(=O)Nc2c(Cl)cccc2Cl)cn1	1	0	6	-0.4	1	6	-4	-5	-2
O=C(CSc1ccccc1)Nc1cccc(S(=O)(=O)N2CCCC2)c1	1	2	-1	x	-1	8	-1	0	-3
CC(=O)c1ccc(-c2nnc(CCC(=O)N(C)Cc3cccc4cnccc34)o2)s1	-2	5	-5	-3.8	2	7	-3	-1	-2
CC(CCc1ccc(O)cc1)NCCc1ccc(O)c(O)c1 (stereo not drawn)	10	0	0	-7.5	1	-1	-2	1	2
O=c1[nH]cnc2ccsc12	3	4	-1	1.0	1	5	2	3	2
Cc1cc(Cn2nc(-c3ccccc3C)cc2C(=O)O)on1	x	1	0	x	x	0	1	x	1
CCOc1cccc2c1OC1(C)CC2NC(=O)N1c1cccc(C(=O)NCc2ccccn2)c1 (stereo not drawn)	5	-1	4	x	0	37	4	4	2
C=CCNC(=S)Nc1nc2c(cc1C(=O)OCC)COC(C)(C)C2	10	5	-4	0.6	-4	3	3	-6	0
COc1ccc(OC)c(S(=O)(=O)NCCc2cn3ccsc3n2)c1	-1	5	-7	3.9	8	-2	-1	-5	6
c1cc2[nH]snc2c2nc(C3CC3)nc12	11	16	-2	-1.6	-4	10	2	4	6
Cc1ccc2c(c1)N(CC(=O)NC1CCCCC1C)C(=O)CO2 (stereo not drawn)	4	5	-5	1.4	-2	2	3	3	1
Cc1ccc(S(=O)(=O)N2CCCOC2)cc1	3	1	0	-1.4	1	2	2	-3	10
O=C(NCC1CC1)c1cc(-c2ccccc2)nn1CC1CC(c2cccc([N+](=O)[O-])c2)=NO1 (stereo not drawn)	-1	1	-6	-0.9	-4	-3	5	-2	-4
COc1ccccc1N1CCN(c2ccc([N+](=O)[O-])nc2)CC1	1	1	5	0.2	-4	3	0	-2	7
O=C(CCC(=O)N1CCOc2ccccc21)N1CCCCC1	-2	-4	-8	0.5	-3	-1	1	-3	-3
CC(C)Cn1c(N)c(C(=O)COC(=O)c2c(F)cccc2F)c(=O)n(C)c1=O	-4	2	-3	-0.3	3	-1	3	2	4
Cc1ccc(C2/C(=C(/O)c3ccc4c(c3)CC(C)O4)C(=O)C(=O)N2CCCn2ccnc2)cc1 (stereo not drawn)	6	7	-3	10	1	17	2	0	-2
More records follow:
SMILES	GSTO1 counter	Bcl-xL primary	PAD4 inh	MEX-5 binding	TPT1 inhibitor	MCL1 BIM primary	PME-1 inh	Fam108B counter	GLD-1 TGE inh
COc1cccc(N(C(=O)CNC(=O)c2ccco2)C(C(=O)NC2CCCC2)c2cccnc2)c1 (stereo not drawn)	1	7	-2	0.3	-4	4	0	1	8
O=C(COC(=O)C1=COCCO1)Nc1ncc(C(F)(F)F)cc1Cl	-8	15	0	-1.1	0	12	8	-1	-4
O=C1NC(=O)C2(CCCc3ccccc32)N1 (stereo not drawn)	10	7	3	-0.9	1	9	-2	0	6
C/C(=N\NC(=O)c1nn(C)c(C)c1Br)c1cccc(NC(=O)c2ccc(F)cc2)c1	-5	5	0	1.4	0	3	1	-2	4
CCC/C(=N\NC(=O)C1CC1)c1ccc(Br)cc1	13	8	4	0.0	-2	12	0	5	3
CC/C(CC(=O)C(F)(F)F)=N\NC(=O)/C(C#N)=C/N(C)C	0	0	0	1.3	1	1	-4	4	6
CC1CC(C)CN(C(=O)CN2C(=O)NC(C)(C)C2=O)C1 (stereo not drawn)	5	1	-1	1.8	1	3	5	1	1
O=C(CN1CCN(Cc2ccccc2Cl)CC1)N/N=C/C=C/c1ccco1	6	13	3	-1.2	0	8	-5	0	6
CCCCn1c(N)c(N(CC(C)C)C(=O)c2c(-c3ccccc3)noc2C)c(=O)[nH]c1=O	x	-5	-2	x	x	-13	2	x	9
Cc1ccc(CN2CCCN(Cc3ccc(F)cc3Cl)S2(=O)=O)cc1	10	5	-1	1.6	-2	-1	-9	-4	5
COc1ccc(/C=C/C(=O)Oc2cccc(/C=N/NC(=O)c3cccc(F)c3)c2)cc1	-12	7	2	3.3	-8	4	0	-3	-6
O=C(CCN1CCc2ccccc2C1)Nc1cccc(F)c1	4	4	-1	2.2	-4	4	0	12	-4
CCOC(=O)Cn1c(SC)nc2sc3c(c2c1=O)CC(C)(C)OC3	2	1	1	-0.8	2	-1	-4	1	4
C(=N\n1cnnc1)/c1cccc(Oc2ccccc2)c1	-5	-1	1	1.1	1	1	-3	-2	-4
Cc1ccc(CN2CC(C(=O)Nc3ccncc3)CC2=O)cc1 (stereo not drawn)	-2	-3	2	-1.2	-1	0	1	5	3
FC(F)(F)c1cnc2c(c1)Nc1ccccc1S2	-2	-1	-4	-4.3	-1	0	-4	-2	-2
CCc1cc2cc(C)cc(C)c2nc1SCC(=O)N1CCN(C(=O)c2ccco2)CC1	7	4	0	x	-5	4	5	-3	-9
COc1cc(C(=O)Nc2ccc(NC(=O)C(C)C)nc2)cc(OC)c1OC	6	11	2	-3.1	-5	3	-2	1	0
CC(C)(C)NCCCCOc1ccccc1F	-2	5	3	1.6	0	3	-1	2	3
O=C(CN1CCSCC1)N/N=C/c1ccc(F)cc1F	6	3	0	-3.2	-2	5	1	6	0
O=C(Nc1ccc(N2CCOCC2)c(Cl)c1)c1ccccc1Cl	-15	4	0	-0.2	-6	6	5	-3	2
O=C(c1ccc(CS(=O)Cc2ccccc2Cl)o1)N1CCN(c2cccc(Cl)c2)CC1 (stereo not drawn)	-1	4	7	-1.4	-2	1	-1	5	3
CCOC(=O)c1ccc(N/C=C/C(=O)c2ccccc2)cc1	7	4	0	-4.8	-5	-4	-2	-4	3
O=C1OC(CO)CN1Cc1ccccc1 (stereo not drawn)	2	3	-5	1.2	-1	3	6	-2	1
Cc1ccccc1C(=O)c1cccn1CC(=O)NC(C)CCc1ccccc1 (stereo not drawn)	-1	4	-3	-0.5	-2	2	0	1	9
Next section:
SMILES	GSTO1 counter	Bcl-xL primary	PAD4 inh	MEX-5 binding	TPT1 inhibitor	MCL1 BIM primary	PME-1 inh	Fam108B counter	GLD-1 TGE inh
COc1ccc(NC(=O)CSCC(=O)N2CCN(c3cccc(C(F)(F)F)c3)CC2)cc1	x	2	3	x	x	1	4	x	2
COc1cccc(/C=C/C(=O)c2ccc(C)c([N+](=O)[O-])c2)c1	-2	5	-4	-0.6	-1	7	-13	-5	-2
Cc1ccc(N(Cc2cc(=O)[nH]c3ccccc23)C(=O)CCl)c(C)c1	64*	5	4	0.1	-2	7	4	3	5
CSc1ccc(COC(=O)c2cc([N+](=O)[O-])ccc2N2CCOCC2)cc1	1	5	4	-0.4	-4	3	6	2	6
COCCNC(=O)C1CC(=O)N(CCc2ccccc2)C1 (stereo not drawn)	3	6	2	0.2	-2	3	-3	-1	0
O=C(CS(=O)c1cccc(Cl)c1)Nc1ccccc1Cl (stereo not drawn)	7	0	-3	0.6	1	8	-7	-2	3

Source: PubChem BioAssay
